FBW7 act: human FBW7 E3 ligase activation, primary screen. AlphaScreen FBW7–phospho-cyclin E peptide binding, activator screen. normalized activity (activation), % at 26.1 µM. hit rate 0.13% among 650,000. AID 1259310; in the data active means normalized activity above about 1.9%;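 further: purified mutant Fbw7 with reduced substrate affinity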
TEAD-YAP block: TEAD-YAP interaction inhibition | HEK-TIYL cells, TEAD-Gal4/YAP UAS-luciferase luminescence | inhibition, % at 9.12 µM | hit rate 1.4% among 640,000; in the data active means inhibition above about 32%;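 further: 0% = median of test compound wells and 100% = reference inhibitor wells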
GPR151 activ: activates the human receptor GPR151. Q8TDV0. PathHunter beta-arrestin GPR151 cells, luminescence. activation, % at 11.2 µM. hit rate 1% among 650,000; in the data active means activation above about 4.9%;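 further: 0% = median of compound wells and 100% = cells with positive control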
Target sequence (Q8TDV0 whole entry, looked up): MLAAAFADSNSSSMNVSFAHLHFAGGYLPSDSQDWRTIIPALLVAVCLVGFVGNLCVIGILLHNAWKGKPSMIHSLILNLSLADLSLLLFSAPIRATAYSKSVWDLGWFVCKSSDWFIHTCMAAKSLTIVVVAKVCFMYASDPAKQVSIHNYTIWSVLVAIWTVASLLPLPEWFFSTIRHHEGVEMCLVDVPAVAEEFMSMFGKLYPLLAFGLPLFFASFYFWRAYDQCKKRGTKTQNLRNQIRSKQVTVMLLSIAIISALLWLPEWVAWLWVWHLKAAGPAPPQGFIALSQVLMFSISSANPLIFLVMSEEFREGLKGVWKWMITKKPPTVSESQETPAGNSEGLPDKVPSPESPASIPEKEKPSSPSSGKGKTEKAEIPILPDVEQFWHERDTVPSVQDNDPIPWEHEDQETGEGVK
MITF primary: human MITF inhibition, primary screen; AlphaScreen MITF homodimerization, bead proximity signal; AID 1259374; inhibition, % at 2.6 µM; hit rate 0.91% among 650,000; in the data active means inhibition above about 50%;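 further: 0% = vehicle wells with protein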
Target sequence (O75030 whole entry, looked up): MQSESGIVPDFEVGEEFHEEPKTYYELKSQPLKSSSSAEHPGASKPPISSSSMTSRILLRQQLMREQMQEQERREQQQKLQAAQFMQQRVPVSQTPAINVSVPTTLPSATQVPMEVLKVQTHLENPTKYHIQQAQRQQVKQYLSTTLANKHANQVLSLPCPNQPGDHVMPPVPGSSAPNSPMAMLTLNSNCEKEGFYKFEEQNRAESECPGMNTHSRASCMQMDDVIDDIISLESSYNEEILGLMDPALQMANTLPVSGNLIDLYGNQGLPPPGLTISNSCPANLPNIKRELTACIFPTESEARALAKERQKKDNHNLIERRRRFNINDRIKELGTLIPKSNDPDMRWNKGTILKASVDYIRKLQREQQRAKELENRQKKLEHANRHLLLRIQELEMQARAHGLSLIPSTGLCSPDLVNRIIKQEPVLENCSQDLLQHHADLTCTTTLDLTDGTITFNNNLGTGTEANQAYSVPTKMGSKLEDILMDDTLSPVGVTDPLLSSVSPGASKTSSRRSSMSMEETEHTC
Active calls of the source: *; & = joins results of further samples.

SMILES	FBW7 act	TEAD-YAP block	GPR151 activ	MITF primary
CCc1noc(C)c1C(=O)N1CCCC(N2CCN(c3ccc(OC)cc3)CC2)C1 (stereo not drawn)	0.1	0.1	-1.5	2.0
COc1ccccc1NC(=O)Nc1nc(-c2cccnc2)nc2ccccc12	-0.1	4.4	-0.2	7.5
COC(=O)c1ccc(COC(=O)CCc2nc3ccccc3[nH]c2=O)cc1	-0.1	9.6	0.9	3.0
CC(=O)c1ccc(C)cc1OC(=O)c1ccco1	-0.1	-10.1	-0.1	4.7
CC1(C)CC(=O)C2=C(C1)NC1=C(C(=O)CC(C)(C)C1)C2c1ccc(Cl)cc1	1.5	-11.0	0.4	-5.5
O=C(CSc1cc(Cl)ccc1Cl)NC1CC1	0.0	-4.8	-0.1	8.1
COc1ccc(-c2nc3cnccn3c2NCC2CCCO2)cc1OC (stereo not drawn)	-0.1	-20.2	-0.1	-14.1
O=C(Nc1ccc2oc(-c3ccccc3Br)nc2c1)c1cccc(I)c1	0.1	-10.8	0.4	-4.8
CN(C)CCOc1cccc(CN[C@H]2C[C@H]3C(=O)N[C@@H](CC4CCCCC4)C(=O)N3C2)c1	0.0	-9.0	3.0	3.8
CC(C)(C)c1ccc(C(=O)Nc2cc(C(=O)N3CCN(c4ccc([N+](=O)[O-])cc4)CC3)ccc2N2CC3CC(C2)c2cccc(=O)n2C3)cc1 (stereo not drawn)	-0.2	-0.7	0.7	3.5
Cc1cc(-c2ccc(OCC(=O)NCC(C)O)c(CN3CCOCC3)c2)c2ccccc2n1 (stereo not drawn)	0.0	2.3	-1.1	14.2
C=CCN(CC=C)C(=O)Nc1ccc(OC)cc1OC	0.4	-12.7	-0.5	-11.7
CN(C)c1ccc(P(=O)(C2CCCC2=O)C2CCCC2=O)cc1 (stereo not drawn)	0.7	-2.9	0.4	15.0
CN1C(=O)c2ccc(C(=O)Nc3ccc(Br)cc3C(=O)O)cc2C1=O	-0.2	8.6	7.9*	-1.9
O=C(Nc1ccc(Br)cc1Cl)C1CC(=O)N(c2cccc(Cl)c2)C1 (stereo not drawn)	0.2	7.0	-0.8	7.0
CCc1ccc(NC(=O)c2ccc(F)c(S(=O)(=O)NC3CC3)c2)cc1	0.5	-4.0	-0.1	-2.3
N#Cc1ccc(OCC(=O)N(CC2CCCO2)c2nc3ccccc3s2)cc1 (stereo not drawn)	-0.1	-8.6	-0.7	-1.5
Cc1cc2c(c(-c3nc4ccccc4s3)c1)OC(CNC(=O)C1CCOCC1)C2 (stereo not drawn)	0.2	4.6	-1.3	11.1
CCCNC(=O)CN(C1CCCCC1)S(=O)(=O)c1ccc(Br)cc1	-0.1	9.6	2.3	8.3
O=[N+]([O-])c1ccc(-c2nc(Nc3cccc(Cl)c3)c3ccccc3n2)cc1	0.0	-10.1	0.4	-5.0
CCC(=O)Oc1ccc(C(=O)Nc2cccc(C(=O)O)c2)cc1	0.0	21.0	-9.4	2.9
O=C(O)[C@@H](c1ccccc1)N1C(=O)c2ccccc2C1=O	0.0	-9.2	-0.1	-14.6
CCc1cc(CNC(=O)CCc2nnc(CCCc3ccccc3)o2)on1	-0.2	-47.8	2.2	-6.2
O=C(C1CC(c2ccccc2Cl)=NO1)N1CCOCC1 (stereo not drawn)	0.1	-45.0	-3.1	3.6
Fc1ccc(-c2cc(Nc3ncccn3)nc(-c3ccncc3)n2)cc1	0.2	7.8	-0.2	6.8
(list continues)
SMILES	FBW7 act	TEAD-YAP block	GPR151 activ	MITF primary
O=C(O)CCCSc1ncnc2sc3c(c12)CCCC3	-0.1	-52.9	1.1	0.8
CC(C)CCNC(=O)c1cc2sc(Cl)cc2n1C	0.0	-65.0	0.2	-5.3
O=C1CCC(CCC(=O)N2CCCCC2c2nccs2)(Cc2ccc3ccccc3c2)N1 (stereo not drawn)	0.0	-0.2	-1.5	2.6
O=C1C=Cc2ccccc2/C1=C/c1sc(=S)[nH]c1O	-0.6&-0.2	11.1&3.6	0.1&-0.6	7.6&13.8
COc1ccc(NC(=O)C2CC(c3cccc(OC)c3)=NO2)cc1 (stereo not drawn)	0.0	-0.2	-0.7	-0.1
CCC(CC)C(=O)Nc1cccc(C(=O)Nc2ccc([N+](=O)[O-])cc2OC)c1	-0.1	-2.8	0.9	-0.7
O=C(NCc1ccc(F)cc1)c1nn2c(c1Cl)NC(c1ccccc1)CC2C(F)(F)F (stereo not drawn)	-0.1	-9.2	-0.4	-5.5
Cc1ccccc1N1C(=O)CS/C1=C(/C#N)C(=O)N1CCCCC1	0.1	-1.5	-1.3	12.5
Cc1ccccc1N(CCN1C(=O)c2cccc3c(N4CCCCC4)ccc(c23)C1=O)C(=O)c1ccc(S(=O)(=O)N(C)C)cc1	0.0	8.8	-0.4	3.3
CCCC(=O)Nc1nc(-c2ccc(OC(C)C)cc2)cs1	0.1	-2.7	1.2	0.6
Cc1ccc(O)c(NC(=O)c2cc(-c3ccc(O)cc3)on2)c1	0.1	-50.7	0.1	-4.6
COC(=O)C1=C(N)OC2=C(C(=O)CC(c3ccccc3)C2)C1c1ccccc1C (stereo not drawn)	-0.2	-11.0	0.7	-12.0
O=C1CCC(CCNCc2ccccc2F)N1Cc1nccs1 (stereo not drawn)	-0.1	-0.2	-0.2	-3.6
CCc1ccc(S(=O)(=O)N2CCCCC2)cc1	-0.8	-9.3	3.7	-6.7
COc1ccc(N2CCN(C(=O)c3ccc(OC)c([N+](=O)[O-])c3)CC2)cc1	0.1	13.2	0.4	-3.4
OC(CNc1ccc(I)cc1)Cn1c2ccccc2c2ccccc21 (stereo not drawn)	-0.1	-3.9	-0.3	-0.4
CN1C(=S)SC(N2OC3C(=O)N(c4ccccc4)C(=O)C3C2c2cccc([N+](=O)[O-])c2)C1(C)C (stereo not drawn)	-0.1	3.2	1.9	-3.6
O=C(NCCCCCCNC(=O)NCc1ccco1)NCc1ccco1	0.0	0.7	1.7	5.7
Cc1c(Cl)cccc1NC(=O)CCS(=O)(=O)c1ccc2c(c1)SCC(=O)N2	-0.1	3.2	-1.3	-6.8
CCc1ccc(C2C(C#N)=C(C)NC3=C2C(=O)CC(c2ccc(Cl)cc2)C3)cc1 (stereo not drawn)	0.3	15.3	1.0	1.9
COc1cc(/C=C2/C(=N)N3C(c4ccccc4)=CSC3=NC2=O)ccc1OCCOc1cc(C)ccc1C	0.2	-1.6	1.8	19.1
O=C(CCCC(=O)OCC(=O)NC1CCCC1)Nc1ccccn1	-0.2	-29.8	-2.2	8.8
CCCCCC12CCC(O)(CC1)CC2=O	-0.2	1.6	-0.8	3.5
CCOC(=O)C(Cc1c[nH]c2ccccc12)NO (stereo not drawn)	0.0	-2.5	1.3	11.2
Cc1nc2ccccn2c1C(=O)NC1CCCc2ccccc21 (stereo not drawn)	-0.1	39.6*	1.9	0.9

In the list so far, 2 contain a thiophene ring, fused or not.
SMILES	FBW7 act	TEAD-YAP block	GPR151 activ	MITF primary
O=C(O)CCCSc1ncnc2sc3c(c12)CCCC3	-0.1	-52.9	1.1	0.8
CC(C)CCNC(=O)c1cc2sc(Cl)cc2n1C	0.0	-65.0	0.2	-5.3

Complete entries from above.
`CCCC(=O)Nc1nc(-c2ccc(OC(C)C)cc2)cs1` in the list: FBW7 act = 0.1; TEAD-YAP block = -2.7; GPR151 activ = 1.2; MITF primary = 0.6
`CCOC(=O)C(Cc1c[nH]c2ccccc12)NO` (stereo not drawn) in the list: FBW7 act = 0.0; TEAD-YAP block = -2.5; GPR151 activ = 1.3; MITF primary = 11.2
`Cc1ccccc1N(CCN1C(=O)c2cccc3c(N4CCCCC4)ccc(c23)C1=O)C(=O)c1ccc(S(=O)(=O)N(C)C)cc1` in the list: FBW7 act = 0.0; TEAD-YAP block = 8.8; GPR151 activ = -0.4; MITF primary = 3.3

Going on with the list.
SMILES	FBW7 act	TEAD-YAP block	GPR151 activ	MITF primary
CCC(Oc1ccccc1)C(=O)Nc1nn2c(-c3ccco3)nnc2s1 (stereo not drawn)	-0.1	-4.0	0.2	15.5
O=C(Cc1cn(-c2ccc(Cl)nn2)c2ccccc12)NCc1nc2ccccc2[nH]1	0.2	5.7	1.1	3.9
Cc1ccc2cccc(Oc3nc(C)nc4sc5c(c34)CCC5)c2n1	0.0	18.0	2.0	3.7
COc1ccc(C2CC(c3cccs3)=NN2C(=S)Nc2ccccc2)cc1 (stereo not drawn)	-0.1	-20.1	-1.4	-3.7
COc1ccc(CC(=O)NNC(=O)CCc2ccccc2)cc1	0.7	24.8	-1.2	9.2
CS(=O)(=O)N1CCN(C(=S)NC2CCCCC2)CC1	0.0	-3.3	-0.2	15.7
CCc1cc(-c2nc(N)ncc2-c2cscn2)c(O)cc1OC	0.0	3.0	1.5	3.1
CC(=O)NC(=Nc1nc(C)c2cc(C)c(C)cc2n1)NC(C)=O	0.2	9.5	-0.1	8.8
C=CCSc1nnc2c(n1)OC(c1cccc(OC)c1OC)Nc1ccccc1-2 (stereo not drawn)	0.2	-48.8	1.7	17.4
NCCNc1ccc([N+](=O)[O-])c(Sc2nc3ccccc3[nH]2)c1	0.0	10.5	2.2	16.9
COc1ccc(Br)cc1C1C2=C(CC(C)(C)CC2=O)N(CCc2ccccc2)C2=C1C(=O)CC(C)(C)C2	0.2	-2.4	0.7	6.7
Cn1c(=O)[nH]c(NCCc2ccccc2)c(N=O)c1=O	-0.6	6.2	1.0	8.9
C/C=C/c1ccc(OCC(O)CNCCc2ccc(OC)cc2)c(OC)c1 (stereo not drawn)	-0.1	10.2	-0.3	36.3
CCn1c(=O)cc(SCC(=O)Nc2nccs2)c2ccccc21	0.1	-3.2	-1.2	-3.4
CCOc1ccc(C(=O)N2CCN(c3ccccc3)CC2)cc1OCC	-0.2	0.5	1.5	17.5
Nc1c(N(CCO)C(=O)C2CCCC2)c(=O)[nH]c(=O)n1Cc1ccccc1	-0.1	9.8	-0.8	2.2
N/C(=N\Nc1ccccc1)c1ccccc1	0.0	-27.8	-1.5	1.6
CCc1c(C)sc(NC(=S)NN2CCOCC2)c1C(=O)OC	-0.1	10.0	2.6	3.8
CCc1ccc(/C=C2/SC(=S)N(C)C2=O)cc1	-0.1	6.0	-0.5	6.1
COc1ccc(NC(=O)c2sc3ncn(CC(=O)N4CCCCC4C)c(=O)c3c2C)cc1Cl (stereo not drawn)	0.2	-0.2	0.3	-2.1
CS(=O)(=O)N(Cc1ccccc1)c1ccccc1C(=O)Nc1ccccc1Cl	0.0	1.0	2.1	28.6
Nc1nc(-c2ccc([N+](=O)[O-])cc2)c(C(=O)Nc2ccccc2)s1	-0.1	5.7	-0.2	11.6
COc1ccc(C(=O)CSc2nc(=O)n(Cc3ccncc3)c3c2CCC3)cc1	-0.5	3.1	-0.5	7.8
O=C1C2C(c3ccc(O)cc3)NN(Cc3ccccc3)C2C(=O)N1C1CCCCC1 (stereo not drawn)	0.0	-0.6	0.8	10.0
CCCCN(C)C(=O)CCCNC(=O)Cn1cnc2sc(C)c(C)c2c1=O	0.0	-3.7	1.8	-3.7

A few values from the entries so far:
GPR151 activ with CC(=O)NC(=Nc1nc(C)c2cc(C)c(C)cc2n1)NC(C)=O → -0.1
GPR151 activ with CC(=O)c1ccc(C)cc1OC(=O)c1ccco1 → -0.1

Next section
SMILES	FBW7 act	TEAD-YAP block	GPR151 activ	MITF primary
Cc1ccc(O)c(Nc2c([N+](=O)[O-])c(=O)oc3ccccc23)c1	0.2	-52.6	-0.7	3.8
CC(CCc1ccccc1)NC(=O)c1cccc2c1SCCC2=O (stereo not drawn)	0.2	8.5	-0.8	13.7
Cc1ccc(NC(=O)CCC(=O)NNC(=O)/C=C/C(=O)O)c(C)c1	-0.3	-4.5	0.0	-7.1
O=C(Nc1ccc2c(c1)OCCO2)N1CCC2(CC1)OCCc1c2[nH]c2ccccc12	0.0	-44.4	-0.1	23.0
CN(C)S(=O)(=O)c1cccc(COC(=O)c2ccc([N+](=O)[O-])s2)c1	-0.1	3.3	0.2	-0.3
CN1C=C(C(F)(F)F)C=CC1=C1C(=O)c2ccccc2C1=O	-0.1	-32.1	-2.8	-4.4
N#Cc1c(N)sc2c1CCCC2	0.0	12.6	-1.1	6.2
O=C(O)c1cccc(N2C(=O)/C(=C\c3ccc(O)c([N+](=O)[O-])c3)SC2=S)c1	-0.1	-2.9	-1.0	-4.6
CCOC(=O)C1CCN(CC(C)(C)NS(=O)(=O)c2ccc(C)cc2)CC1	-0.1	-9.9	-0.1	42.6
Cc1ccc(-n2nnnc2SCCC#N)cc1Cl	-0.1	6.7	0.6	28.8
O=[N+]([O-])c1ccc2c(c1)C(N1CCOCC1)/C(=C/COc1ccc(F)cc1)O2 (stereo not drawn)	-0.1	-13.9	-0.6	-5.4
COc1ccc(NC(=O)Cn2ncc3cccn3c2=O)cc1	-0.1	-7.2	-0.8	-9.0
CCOC(=O)CCC(=O)N1CCC2(CC1)CC(=O)c1ccccc1O2	0.0	8.4	0.8	-9.6
Oc1ccc(CCNc2nc(NC3CCN(Cc4ccccc4)CC3)nc3c2ncn3C2CCCCC2)cc1	0.1	7.0	1.3	20.8
CN(C)CCNc1ccc([N+](=O)[O-])cc1[N+](=O)[O-]	0.2	-2.2	3.2	-5.1
Cn1c(-c2nonc2NC(=O)c2ccc(C(C)(C)C)cc2)nc2ccccc21	0.0	-1.5	2.3	-0.6
O=C(Cc1cccs1)Nc1ccc(-c2nnc3n2CCCCC3)cc1	0.0	0.8	0.1	-0.6
Cc1nnc2ccc(N3CCN(S(=O)(=O)/C=C/c4ccccc4)CC3)nn12	0.4	11.5	-0.4	8.7
COc1ccc([C@@H]2C[C@H](OC(=O)c3ccncc3)C(=O)N2C)cc1	-0.1	-1.6	0.3	2.0
CCc1ccccc1NC(=O)CSc1nc2n[nH]c(C)c2c(=N)n1-c1cccc(OC)c1	0.4	13.8	1.0	12.4
COc1ccc(OCC(=O)NNC(=O)c2cccc(C)c2)cc1	0.0	6.4	0.0	6.3
Cc1ccccc1-c1nc(N)n[nH]1	-0.1	-9.4	0.8	0.7

Screening results (PubChem BioAssay)
